p53 reactivation: qHTS assay for re-activators of p53 using a Luc reporter; Potency, µM (top dose mostly 92.2 µM), for inactives: at the highest dose activity change, positive = activation, most hits filed as activators; 320,000 compounds, 0.063% hits; H1299 p53-A138V BP100-luciferase reporter, luminescence, 24 h; further: potency means the concentration at half of the fitted maximal effect; % of control where 0% means no effect; nearly all actives have a fitted effect of over 45% in size
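p53-null H1299 cells stably carrying temperature-sensitive p53-A138V and a BP100-luciferase reporter were pinned with compounds (4-point, 1:5 series) and held 24 hrs at 37 deg C. Luminescence was read 10 min after detection reagent.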
TRPV1 ag: HTS Assay for Compounds that Act as Agonists of the Vanilloid Receptor 1. 320,000 compounds, 0.19% hits. activation, % at 8.33 µM. TRPV1-expressing cells, Fluo-8 calcium influx, agonist mode. AID 540275, 2011; in the data active means activation above about 80%; inconclusive means between about 30% and that limit; further: 0% is about no effect
Target sequence (Q8NER1 whole entry, looked up): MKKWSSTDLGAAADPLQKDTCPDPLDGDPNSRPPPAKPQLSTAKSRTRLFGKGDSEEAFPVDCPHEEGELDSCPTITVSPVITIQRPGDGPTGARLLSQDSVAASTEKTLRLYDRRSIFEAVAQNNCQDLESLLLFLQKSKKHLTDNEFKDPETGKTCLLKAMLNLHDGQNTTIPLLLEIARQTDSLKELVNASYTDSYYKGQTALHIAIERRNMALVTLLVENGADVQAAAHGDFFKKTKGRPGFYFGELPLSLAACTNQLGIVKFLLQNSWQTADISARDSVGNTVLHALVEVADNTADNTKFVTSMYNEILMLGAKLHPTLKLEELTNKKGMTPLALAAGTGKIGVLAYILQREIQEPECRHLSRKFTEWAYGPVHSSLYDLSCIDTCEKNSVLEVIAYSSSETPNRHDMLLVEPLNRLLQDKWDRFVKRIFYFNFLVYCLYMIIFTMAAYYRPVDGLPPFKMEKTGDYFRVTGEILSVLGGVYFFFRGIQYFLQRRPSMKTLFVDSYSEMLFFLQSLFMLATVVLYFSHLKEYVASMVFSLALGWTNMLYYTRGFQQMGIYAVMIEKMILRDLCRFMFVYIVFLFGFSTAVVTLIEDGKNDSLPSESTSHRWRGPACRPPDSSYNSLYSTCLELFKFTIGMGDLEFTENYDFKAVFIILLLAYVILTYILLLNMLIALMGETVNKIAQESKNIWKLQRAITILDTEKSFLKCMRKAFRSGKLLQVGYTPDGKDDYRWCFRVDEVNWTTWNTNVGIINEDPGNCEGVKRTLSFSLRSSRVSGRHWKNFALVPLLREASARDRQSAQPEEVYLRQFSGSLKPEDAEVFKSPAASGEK
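Fluo-8 calcium influx in TRPV1-expressing cells, kinetic read (ex 480/em 520 nm). Compound added and read 3 min for agonist activity, followed by capsaicin at EC20 final and 2 min further read for enhancement.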
ELG1 DNA repair: qHTS screen for small molecules that inhibit ELG1-dependent DNA repair in human embryonic kidney (HEK293T) cells expressing luciferase-tagged ELG1 | HEK293T ELG1-luciferase reporter, luminescence, 16 h; DNA damage induced by 5-fluorouridine | Potency, µM (titrated, usually from 46.1 µM), without a hit: at the top dose activity change, negative = inhibition, hits mostly inhibitors | 330,000 compounds, 2.3% hits | AID 504467, 2011; further: potency means the concentration at half of the fitted maximal effect; on the % scale 0 is the no-effect control and ±100 the full control effect; nearly all actives have a fitted effect of over 55% in size
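DMSO vehicle served as the neutral condition. Each well held 2,000 cells given 5-fluorouridine plus compound; after 16 hr at 37 °C/5% CO2, ONE-Glo was added and luciferase measured 30 min later.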
BRCA1 expr act: qHTS Assay to Identify Small Molecule Activators of BRCA1 Expression; MCF7-BRCA1-FFLuc reporter, luminescence, 48 h; response scale: scaled: vehicle 0%, 10 µM genistein 100%; Potency, µM (doses to about 46.1 µM), inactives show top-dose activation, actives largely listed as activators; 380,000 compounds, 1.1% hits; AID 624202, 2012; further: potency means the concentration at half of the fitted maximal effect; nearly all actives have a fitted effect of over 80% in size; some results filed as inactive show a strong effect at the top dose
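Activators of BRCA1 expression were detected as increased firefly luciferase luminescence in engineered MCF7 cells after 48 h compound incubation. Signals were scaled to genistein 10 microM as full activation.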
TSG101-PTAP inh: qHTS Assay for Iinhibitors of HIV-1 Budding by Blocking the Interaction of PTAP/TSG101; Fluorescence polarization, FITC-PTAP peptide / Tsg101 binding; Potency, µM (top dose mostly 115 µM), without a hit: at the highest dose activity change, negative = inhibition, most hits filed as inhibitors; 340,000 tested, under 10 active; active means well fitted inhibition curve with a large enough effect in the main read-out, with a control signal flat, not every such curve was filed as active; inconclusive means small, poorly fitted or top-dose-only effect, or effect the other way, or a change in a side signal; inactive means no such curve, though single readings can be large or run the other way; further: potency means the concentration at half of the fitted maximal effect; % of control where 0% means no effect
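Steps: Tsg101 binding domain dispensed (10 uM final), compounds pinned in DMSO, FITC-labeled PTAP-motif peptide added (50 nM final); after 20 min binding at room temperature, polarization measured.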
AT treatment: qHTS Assay for Identifying a Potential Treatment of Ataxia-Telangiectasia; Potency, µM (highest dose often 57.5 µM), inactives show at the top dose activation, usual class: activators; […] A-T fibroblasts, KAP-1 phosphorylation AlphaLISA; neocarzinostatin DNA damage 30 min before lysis; 320,000 compounds, 0.19% hits; further: potency means the concentration at half of the fitted maximal effect; % of control where 0% means no effect; nearly all actives have a fitted effect of over 45% in size
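ATM-like activity read as KAP-1 phosphorylation via AlphaLISA donor/acceptor antibody pairs after lysis and 6 hr at 25C. Cells were ATM-null patient fibroblasts ([…], hTERT), dosed 60 min, then exposed to the DSB inducer NCS for 30 min.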
B2AR arrestin: qHTS assay of beta-arrestin-biased ligands of beta2-adrenergic receptor | Beta-2 adrenergic receptor (Homo sapiens), P07550 | beta-arrestin recruitment to beta2AR, cell-based reporter | Potency, µM (top dose mostly 46.1 µM), for the others: top-dose activation, hits mostly activators | 330,000 compounds, 0.02% hits | AID 492947, 2010;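 further: potency means the concentration at half of the fitted maximal effect; 0% = DMSO controls and full agonism = EC100 isoproterenol or metaproterenol; nearly all actives have a fitted effect of over 65% in size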
Integrin act MD: qHTS for Activators of Integrin-Mediated Alleviation for Muscular Dystrophy; Potency, µM (series often up to 38.3 µM), inactives show at the highest dose activation, usual class: activators; AID 624291, 2012; alpha7betagal myoblasts, beta-gal FDG fluorescence, 48 h; 350,000 compounds, 0.064% hits;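 further: potency means the concentration at half of the fitted maximal effect; 100% = response of the positive control SU9516; nearly all actives have a fitted effect of over 60% in size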
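alpha7betagal+/- myoblasts (passage 13, 250/well) treated 48 h at 37C with compounds at 1:260 dilution of DMSO stock. Lysed, then beta-galactosidase activity read as FDG fluorescence (ex 480/em 540) after 30 min, with pre-read for autofluorescence.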
TCR activator: Activators of T cell receptors: qHTS campaign; primary human leukocytes, anti-CD3, IL-2 HTRF, 48 h; Potency, µM (titrated, usually from 9.22 µM), for the others: at the highest dose activation of IL-2 secretion, most hits filed as activators; 330,000 tested, under 10 active; further: % of control where 0% means no effect
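48 hr co-incubation of compounds, a-CD3 beads and primary human leukocytes; IL-2 quantified homogeneously by HTRF with anti-IL-2 K and d2 conjugates.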
CXXC DNA block: qHTS Fluorescence Polarization Assay for Inhibitors of MLL CXXC domain - DNA interaction | MLL-CXXC / FITC-HOXA9 DNA fluorescence polarization | Potency, µM (top dose mostly 115 µM), for inactives: at the highest dose activity change, negative = inhibition, most hits filed as inhibitors | 290,000 compounds, 0.037% hits | AID 2662, 2010; active means well fitted inhibition curve with a large enough effect in the polarisation, with a control signal flat, not every such curve was filed as active; inconclusive means small, poorly fitted or top-dose-only effect, or effect the other way, or a change in a side signal; inactive means no such curve, though single readings can be large or run the other way; the % refers to the polarisation; further: potency means the concentration at half of the fitted maximal effect
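Steps: dispense CXXC domain solution (7 uM) → pin compounds or unlabeled HOX-A9 DNA control → 5 min ambient → add FLSN-HOX-A9 solution (50 nM) → spin → 30 min ambient → fluorescence polarization. Tris pH 7.5/NaCl/DTT/BSA buffer.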
* hit, by the source's call; ? = inconclusive; / = not tested or not shown; & = joins results of further samples; [ ] = dose if it differs, or a comment. Unless noted, the call rests on the fitted dose curve; in most records, active means well fitted curve in the direction sought with a large enough effect; inconclusive means small, poorly fitted or top-dose-only effect, or another doubt; inactive means no such curve, though single readings can be large; an effect the other way counts as inactive or inconclusive.

No.	mol	p53 reactivation	TRPV1 ag	ELG1 DNA repair	BRCA1 expr act	TSG101-PTAP inh	AT treatment	B2AR arrestin	Integrin act MD	TCR activator	CXXC DNA block
1	CC1=CCC2C(=O)N(C(C)c3ccccc3)C(=O)C2C1 (centres undefined)	1%	1	5%	1%	/	3%	-0.1%	0%	/	13%
2	COc1cc(NC(=S)N2CCCC(CO)C2)cc(OC)c1 (centres undefined)	-3%	4	9%	-5%	-1%	0%	0.0%	0%	0%	4%
3	Cc1sc2ncnc(SCC(=O)N3CCCC(C(N)=O)C3)c2c1C (centres undefined)	1%	2	-4%	-15%	-6%	-5%	0.0%	-18%	2%	/
4	CNC(=O)CN(c1ccc(C23CC4CC(CC(C4)C2)C3)cc1)S(C)(=O)=O	-3%	1	1%	-19%	-1%	0%	0.2%	4%	2%	-10%
5	CC1CN(C)C(C)C/C1=N\Oc1ccc([N+](=O)[O-])cc1 (centres undefined)	4%	-1	5%	2%	-3%	2%	-1.0%	-2%	2%	8%
6	CCOC(=O)C1=C(CC)Nc2ccccc2N=C1NC(=O)Cn1cnc2ccccc2c1=O	13%	2	7%	-18%	-4%	6%	-0.3%	-12%	-5%	8%
7	CCn1cnc2cc(NCc3cccs3)ccc21	2%	-3	?	14µM*	-4%	-7%	-0.1%	0%	4%	3%
8	CCOC(=O)c1c(S(=O)(=O)NCc2ccco2)c(C)n(C)c1C	-2%	-2	19%	3%	-4%	-3%	-0.8%	-4%	-1%	20%
9	Cn1c(=O)cc(SCC(=O)N2CCN(C3CCCCC3)CC2)c2ccccc21	/	/	/	-2%	-8%	/	/	17%	-7%	/
10	CC(=O)Nc1nnc(CCS(=O)(=O)c2ccc(C)cc2)s1	/	/	/	0%	-5%	/	/	4%	-5%	/
11	COc1ccc(CN2CCNC(=O)C2CC(=O)N2CCCN(C(C)=O)CC2)c(OC)c1 (centres undefined)	2%	-1	11%	-2%	-3%	7%	-1.1%	-27%	-7%	1%
12	CCc1ccc(Sc2cc(C(=O)NCCN3CCOCC3)c3ccccc3n2)cc1	-9%	3	?	-15%	0%	4%	0.3%	11µM*	-5%[46.1 µM]	1%
13	CCc1ccc(Oc2coc3cc(OCC(=O)Nc4cc(C)ccc4C)ccc3c2=O)cc1	-12%	1	11%	-20%	-1%	3%	-0.1%	5%	-2%[46.1 µM]	4%
14	CC1CCCC(N2CCN(C(=O)c3ccc([N+](=O)[O-])cc3)CC2)C1 (centres undefined)	?	3	-13%	-20%	-3%	-12%	-0.1%	0%	5%	0%
15	NC(=O)C1CCN(c2nc(-c3ccc4ccccc4c3)cs2)CC1	7%	-4	?	13µM*	-6%	14%&14%	-0.1%&0.1%	/	1%	/

Profiles as entered above. Values in the order: p53 reactivation | TRPV1 ag | ELG1 DNA repair | BRCA1 expr act | TSG101-PTAP inh | AT treatment | B2AR arrestin | Integrin act MD | TCR activator | CXXC DNA block
Profile of CCOC(=O)c1c(S(=O)(=O)NCc2ccco2)c(C)n(C)c1C : -2% | -2 | 19% | 3% | -4% | -3% | -0.8% | -4% | -1% | 20%
Profile of CC1CCCC(N2CCN(C(=O)c3ccc([N+](=O)[O-])cc3)CC2)C1 (centres undefined) : ? | 3 | -13% | -20% | -3% | -12% | -0.1% | 0% | 5% | 0%

Returning to the listing, starting six compounds before the break.
No.	mol	p53 reactivation	TRPV1 ag	ELG1 DNA repair	BRCA1 expr act	TSG101-PTAP inh	AT treatment	B2AR arrestin	Integrin act MD	TCR activator	CXXC DNA block
10	CC(=O)Nc1nnc(CCS(=O)(=O)c2ccc(C)cc2)s1	/	/	/	0%	-5%	/	/	4%	-5%	/
11	COc1ccc(CN2CCNC(=O)C2CC(=O)N2CCCN(C(C)=O)CC2)c(OC)c1 (centres undefined)	2%	-1	11%	-2%	-3%	7%	-1.1%	-27%	-7%	1%
12	CCc1ccc(Sc2cc(C(=O)NCCN3CCOCC3)c3ccccc3n2)cc1	-9%	3	?	-15%	0%	4%	0.3%	11µM*	-5%[46.1 µM]	1%
13	CCc1ccc(Oc2coc3cc(OCC(=O)Nc4cc(C)ccc4C)ccc3c2=O)cc1	-12%	1	11%	-20%	-1%	3%	-0.1%	5%	-2%[46.1 µM]	4%
14	CC1CCCC(N2CCN(C(=O)c3ccc([N+](=O)[O-])cc3)CC2)C1 (centres undefined)	?	3	-13%	-20%	-3%	-12%	-0.1%	0%	5%	0%
15	NC(=O)C1CCN(c2nc(-c3ccc4ccccc4c3)cs2)CC1	7%	-4	?	13µM*	-6%	14%&14%	-0.1%&0.1%	/	1%	/
16	O=C(O)c1ccccc1S(=O)(=O)NCC(O)COC1CCCCC1 (centres undefined)	-1%	-2	3%	8%	-3%	-4%	0.3%	15%	-1%	8%
17	C=C(C)CNC(=S)N/N=C/c1ccccc1OCC(=O)O	-9%	0	3%	-7%	-5%	1%	0.1%	-8%	/	2%
18	C/C(=N\NC(=O)COc1cc(C)cc(C)c1)c1ccc(N2CCOCC2)cc1	-8%	5	?	-12%	1%	1%	-0.6%	1%	-3%[46.1 µM]	9%
19	O=C(c1cc([N+](=O)[O-])ccc1N1CCOCC1)N1CCN(c2ccccc2)CC1	-6%	1	?	/	/	8%	-0.9%	/	/	0%
20	COc1ccc(CN2CCC(C(=O)c3ccc(F)cc3)CC2)cc1	/	21	-7%	-7%	2%	2%	0.3%	-24%	-8%	-3%
21	Cc1cc(C)cc(OCC(=O)Nc2nc3ccc([N+](=O)[O-])cc3s2)c1	1%	1	-19%	-1%	-2%	-3%	-0.1%	-17%	-6%	12%
22	Oc1ccc(N=Nc2ccc(Br)cc2)c(O)c1	?	4	?	-1%	-2%	-3%	0.4%	15%	10%	-6%
23	O=[N+]([O-])c1ccccc1-c1ccc(CN2CCN(c3ccccc3)CC2)o1	/	4	-9%	2%	0%	3%	-0.1%	2%	-2%	6%
24	Cc1ccc(N(CC(N)=O)C2SC(=O)NC2=O)cc1 (centres undefined)	7%	-1	12%	-10%	-7%	-1%	-0.3%	?	0%	19%
25	Cc1ccc2nc(NC3=NCN(CCc4ccccc4)CN3)nc(C)c2c1	9%	-5	-8%	/	/	-1%	-0.1%	/	/	12%
26	CC1=CN2C(=NC(=O)CC2(C)C(=O)N(CC(=O)NC2CCCC2)c2cc(C)cc(C)c2)C=C1 (centres undefined)	-2%	-2	7%	24%	-6%	7%	-0.1%	-12%	6%	1%
27	Clc1ccccc1Cc1noc(CN2CCN(Cc3ccccn3)CC2)n1	2%	1	3%	11%	-2%	2%	-0.3%	7%	-2%	-2%
28	C=C(C)C1CC=C(C)/C(=N/NC(=O)CNc2ccc(OCC)cc2)C1 (centres undefined)	15%	3	3%	-17%	-10%	-4%	0.4%	19%	3%	-2%
29	CCCCCNC(=O)c1ccc2c(=O)n(CCCN3CCCC3=O)c(=S)[nH]c2c1	-8%	-8	?	-12%	-5%	5%	-0.1%	0%	1%	?
30	CC(C)(C)OC(=O)N1CCC(c2c(C(=O)NC3CC3)cnn2-c2ccc(Cl)cc2)CC1	1%	?	2%	5%	-1%	2%	0.1%	-17%	2%	9%
31	COc1cccc(C(=O)Oc2ccc(N3C(=O)CCC3=O)c(C)c2)c1	10%	2	-6%	-7%	-4%	5%	-0.2%	1%	0%	64%[activator]
32	COc1ccc(OC)c(-c2csc(-c3cccs3)n2)c1	?	0	?	1%	-2%	9%	0.2%	5%	-17%	0%
33	c1ccc(Cn2nnnc2C(c2cccnc2)N2CCN(C3CCCCC3)CC2)cc1 (centres undefined)	-4%	3	3.3µM*	-2%	2%	11%	0.3%	12%	-7%	4%
34	Nc1c(C(=O)N/N=C/c2cccnc2)oc2nc(-c3ccco3)cc(-c3ccco3)c12	-5%	0	2.9µM*	-30%	-4%	11%	-0.3%	22%	-18%	16%

Along the list, as entered above.
AT treatment, nos. 31 to 34: 5%, 9%, 11%, 11%
B2AR arrestin, nos. 31 to 34: -0.2%, 0.2%, 0.3%, -0.3%
p53 reactivation, nos. 31 to 34: 10%, ?, -4%, -5%
